AmpC inh no detg = blocks E. coli AmpC beta-lactamase in detergent-free assay; P00811; AmpC nitrocefin hydrolysis, absorbance 480 nm, 0.0001% Triton; Potency, µM (titrated, usually from 57.1 µM), inactives show top-dose activity change, negative = inhibition, most hits filed as inhibitors; 330,000 compounds, 0.52% hits; AID 485341;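 note: potency is the fitted concentration of half-maximal effect; plate controls were no compound for no effect and no enzyme for full effect; nearly all actives have a fitted effect of over 20% in size; some results filed as inactive show a strong effect at the top dose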
Target sequence (P00811 whole entry, looked up): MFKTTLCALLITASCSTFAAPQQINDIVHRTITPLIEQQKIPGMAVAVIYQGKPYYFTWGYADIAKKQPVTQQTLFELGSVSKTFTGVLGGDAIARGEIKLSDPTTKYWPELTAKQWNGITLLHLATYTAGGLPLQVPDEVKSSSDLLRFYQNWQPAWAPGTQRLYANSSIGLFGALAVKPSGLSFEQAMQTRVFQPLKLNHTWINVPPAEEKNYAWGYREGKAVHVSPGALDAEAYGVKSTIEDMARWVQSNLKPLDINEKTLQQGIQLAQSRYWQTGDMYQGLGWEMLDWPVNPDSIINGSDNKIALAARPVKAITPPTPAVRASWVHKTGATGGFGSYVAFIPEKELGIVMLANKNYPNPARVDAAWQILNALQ
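AmpC (5.3 nM in the dispensed reagent) in 20 mM phosphate pH 7.0 with 0.01% (detergent screen) or 0.0001% Triton X-100 was preincubated with compounds for 15 min at room temperature. Nitrocefin was then added from an 800 uM solution, and hydrolysis was followed at 480 nm.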
Sm TGR inh = inhibitors of Schistosoma mansoni thioredoxin glutathione reductase | Potency, µM (titrated, usually from 114 µM), without a hit: at the highest dose activity change, negative = inhibition, actives largely listed as inhibitors | 360,000 compounds, 3% hits | purified TGR, DTNB reduction, TNB absorbance 405 nm | Q962Y6; note: potency is the fitted concentration of half-maximal effect; nearly all actives have a fitted effect of over 60% in size
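TGR 20 nM + NADPH 100 uM (dispensed conc.), cpd preinc 15 min RT; start with NADPH (500 uM addition) then DTNB (15 mM addition). Kinetic TNB absorbance, 405 nm filter. Four-parameter Hill fit across titration.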
HCMV antiviral = blocks human cytomegalovirus replication. HFF cells, HCMV-luciferase reporter, 72 h; hits give low values. activity change, negative = inhibition, % at 57.5 µM. 410,000 compounds, 4.5% hits. AID 1259415; in the data active = activity change below about -60%; inconclusive = no clear call, values can overlap the other calls; inactive = above about -39%
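Inhibition of viral replication was scored as loss of reporter luminescence in HFFs infected with HCMV-luciferase (MOI 1 PFU/cell) for 72 h; compounds tested at 2 doses, normalized to buffer and Salinomycin controls.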
TbPYK inhibitor = inhibitors of Trypanosoma brucei pyruvate kinase | TbPYK enzyme, Kinase-Glo Plus ATP luminescence, 45 min | Potency, µM (titrated, usually from 76.8 µM), without a hit: at the highest dose activity, negative = inhibition, usual class: inhibitors | 410,000 compounds, 0.12% hits | AID 624173; note: potency is the fitted concentration of half-maximal effect; nearly all actives have a fitted effect of over 50% in size
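Quantitative HTS: titrated library compounds versus trypanosomal pyruvate kinase in TEA buffer (pH 7.2) containing KCl, MgCl2, BSA and Tween-20. Reactions were initiated with ADP, 130 uM final. Kinase-Glo Plus luminescence was read after 45 min at RT.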
LmPK inhibitor = inhibitors of Leishmania mexicana pyruvate kinase; 290,000 compounds, 0.37% hits; Potency, µM (top dose mostly 57.5 µM), for the others: top-dose activity change, negative = inhibition, usual class: inhibitors; Q27686; AID 1721; purified LmPK, Kinase-Glo ATP luminescence, 1 h; note: potency is the fitted concentration of half-maximal effect
Target sequence (Q27686 whole entry, looked up): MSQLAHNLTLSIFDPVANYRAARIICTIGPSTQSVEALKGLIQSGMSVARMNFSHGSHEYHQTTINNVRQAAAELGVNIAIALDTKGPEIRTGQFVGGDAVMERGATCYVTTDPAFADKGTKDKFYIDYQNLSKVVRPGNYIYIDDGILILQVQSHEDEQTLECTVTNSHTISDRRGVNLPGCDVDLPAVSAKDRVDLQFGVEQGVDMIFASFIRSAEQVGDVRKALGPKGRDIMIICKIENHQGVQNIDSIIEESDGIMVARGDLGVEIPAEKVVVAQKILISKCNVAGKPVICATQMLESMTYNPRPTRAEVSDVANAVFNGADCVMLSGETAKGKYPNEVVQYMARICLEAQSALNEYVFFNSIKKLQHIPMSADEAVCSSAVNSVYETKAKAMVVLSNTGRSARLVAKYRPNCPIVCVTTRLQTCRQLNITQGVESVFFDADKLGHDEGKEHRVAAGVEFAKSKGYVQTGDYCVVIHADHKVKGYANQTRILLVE
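In 50 mM imidazole pH 7.2 with 7 mM MgCl2, LmPK (0.1 nM) turned over PEP (0.5 mM) and ADP (0.1 mM) for 1 h at room temperature. Luciferase read-out of ATP.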
AmpC inh detg = AmpC beta-lactamase inhibition with detergent present. P00811. AmpC hydrolysis of nitrocefin, absorbance 480 nm, 0.01% Triton. Potency, µM (titrated, usually from 114 µM), for the others: at the top dose activity change, negative = inhibition, most hits filed as inhibitors. 370,000 compounds, 0.041% hits;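 note: potency is the fitted concentration of half-maximal effect; 0% = no-compound wells and -100% = no-enzyme wells; nearly all actives have a fitted effect of over 25% in size; some results filed as inactive show a strong effect at the top dose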
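20 mM phosphate pH 7.0 + 0.01% (detergent screen) or 0.0001% Triton X-100; 5.3 nM AmpC reagent; cpd preinc 15 min RT; nitrocefin (800 uM stock) to start; A480 q20 s × 4 min; Activity was normalised to no-enzyme and no-compound control wells.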
AMA1 RON2 block = inhibitors of Plasmodium falciparum AMA1-RON2 interaction. AlphaScreen AMA1-biotinylated RON2 peptide binding. Potency, µM (doses to about 58.2 µM), without a hit: top-dose activity change, negative = inhibition, most hits filed as inhibitors. 360,000 compounds, 0.2% hits. AID 720542;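 note: potency is the fitted concentration of half-maximal effect; 0% = vehicle wells and -100% = peptide control; nearly all actives have a fitted effect of over 45% in size; some results filed as inactive show a strong effect at the top dose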
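AMA1 (3D7) with his tag at 25 nM final met compounds first, then biotinylated RON2 peptide at 25 nM; detection used donor plus acceptor beads, 10 µg/mL apiece, read by AlphaScreen after 30 min at room temperature.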
* marks the source's active call; other numbers are inactive results; u = inconclusive; x = no result given; [ ] = dose if it differs, or a comment. Unless noted, calls come from the whole dose curve; as a rule, active = well fitted curve in the direction sought with a large enough effect; inconclusive = small, poorly fitted or top-dose-only effect, or another doubt; inactive = no such curve, though single readings can be large; an effect the other way counts as inactive or inconclusive. Unless noted, % is set by controls: 0 for no effect and ±100 for the full control effect.

SMILES	AmpC inh no detg	Sm TGR inh	HCMV antiviral	TbPYK inhibitor	LmPK inhibitor	AmpC inh detg	AMA1 RON2 block
c1ccc2c(c1)OCCOCCOCCO2	-12%	-1%	-8	-6%	0%	u	8%
C#CC(CC)(CC)NC(=S)Nc1ccc(S(N)(=O)=O)cc1	-34%	2%	-7	1%	1%	-7%	-11%[2.32 µM]
COc1cc(NC(=O)CSc2nnc3n2C(C)(C)Cc2ccccc2-3)cc(OC)c1	-20%	-2%	-25	2%	-1%	-23%	0%
COc1ccc(S(=O)(=O)N(C)C[C@H]2Oc3ccc(NC(=O)NC(C)C)cc3C(=O)N([C@H](C)CO)C[C@@H]2C)cc1	109%[activator]	x	-20	-5%	x	x	3%
CCOc1cc(S(=O)(=O)NC2CCCC2)ccc1Cl	-17%	8%	27	3%	3%	1%	4%
CN(Cc1ccc(Cl)cc1Cl)C(=O)c1cc(=O)c2ccccc2o1	39%	2%	-63*	-7%	2%	-11%	-2%
O=S1(=O)NC(=NC2CCCCCC2)c2ccccc21	-24%	12%	6	2%	-4%	-2%	3%
Cc1ccc(/C=C/C(=O)N2CCc3ccccc3C2)cc1	-7%	-2%	86	-16%	1%	0%	0%
CSc1sc(C(=O)NCC2CC2)cc1S(=O)(=O)C(C)C	-16%	1%	-2	7%	0%	0%	-1%
CN(C)CCN(Cc1ccccc1)c1ccnc(N(C)C)c1C#N	-4%	-20%	18	9%	-3%	-2%	-19%
CCCCn1c(=O)c(C(=O)Nc2cnccn2)c(O)c2ccccc21	-11%	6%	12	-3%	0%	4%	1%
COc1ccc(C2=NN(S(C)(=O)=O)C(c3cccs3)C2)cc1OC (stereo unspecified)	22%	-28%	76	0%	-9%	4%	-4%
CCOC(=O)c1ccc(Oc2nc(OC)cc(OC)n2)cc1	-7%	10%	-21	9%	-3%	9%	8%
COc1ccc(S(=O)(=O)N(CC(=O)Nc2ccccc2Cl)Cc2ccccc2)cc1	x	2%	-25	-10%	x	6%	x
CS(=O)(=O)c1ncc(N(Cc2ccccc2)Cc2ccco2)c(C(=O)Nc2cccc(C(F)(F)F)c2)n1	x	9%	-15	3%	x	20%	x
CN(C(=O)CSc1nnnn1-c1ccc(Cl)cc1)C1CCS(=O)(=O)C1 (stereo unspecified)	-13%	x	2	6%	x	x	-10%
Cc1ccc(-n2ncc3c(N(C)Cc4ccccc4)ncnc32)cc1	x	-4%	-36	1%	x	2%	x
C/C(=N\NC(=O)COc1cc(C)cc(C)c1)c1cccc(NC(=O)C2CCC2)c1	13%	-18%	9	-7%	-12%	-1%	-6%
Cn1c(SCC(=O)Nc2nccs2)nnc1-c1ccncc1	-2%	-3%	-10	-14%	6%	-6%	9%
CCOC(=O)c1c(C)n(C)c2ccc(OC)c(NC(=O)CN3CCCCC3)c12	-11%	-17%	-5	2%	3%	-3%	-4%

2 entries from above, with values under each structure.
Order of results – AmpC inh no detg	Sm TGR inh	HCMV antiviral	TbPYK inhibitor	LmPK inhibitor	AmpC inh detg	AMA1 RON2 block
- CSc1sc(C(=O)NCC2CC2)cc1S(=O)(=O)C(C)C
    -16%	1%	-2	7%	0%	0%	-1%
- CN(C)CCN(Cc1ccccc1)c1ccnc(N(C)C)c1C#N
    -4%	-20%	18	9%	-3%	-2%	-19%

Among those listed so far, four contain an aryl thioether with sulfur outside any ring:
SMILES	AmpC inh no detg	Sm TGR inh	HCMV antiviral	TbPYK inhibitor	LmPK inhibitor	AmpC inh detg	AMA1 RON2 block
COc1cc(NC(=O)CSc2nnc3n2C(C)(C)Cc2ccccc2-3)cc(OC)c1	-20%	-2%	-25	2%	-1%	-23%	0%
CSc1sc(C(=O)NCC2CC2)cc1S(=O)(=O)C(C)C	-16%	1%	-2	7%	0%	0%	-1%
CN(C(=O)CSc1nnnn1-c1ccc(Cl)cc1)C1CCS(=O)(=O)C1 (stereo unspecified)	-13%	x	2	6%	x	x	-10%
Cn1c(SCC(=O)Nc2nccs2)nnc1-c1ccncc1	-2%	-3%	-10	-14%	6%	-6%	9%

Next compounds.
SMILES	AmpC inh no detg	Sm TGR inh	HCMV antiviral	TbPYK inhibitor	LmPK inhibitor	AmpC inh detg	AMA1 RON2 block
CCOC(=O)c1c(NC(=O)COC(=O)c2ccc(NC(=O)CC#N)cc2)sc(C(=O)NC)c1C	-22%	2%	0	5%	x	1%	14%
CCCCC(=O)Nc1nnc(CCOC)s1	-1%	x	41	-2%	8%	-6%	11%
CCCCNc1c(N)n(CCC)c(=O)[nH]c1=O	-13%	-6%	24	7%	9%	0%	20%
CCOC(=O)C1C(c2ccc3c(c2)OCO3)NC(=O)NC1(O)C(F)(F)F (stereo unspecified)	-16%	5%	24	u	-8%	2%	3%
O=C(NCc1ccc2c(c1)OCO2)C1Cc2ccccc2CN1C(=O)c1ccco1 (stereo unspecified)	-17%	-8%	57	2%	0%	-1%	9%
CCN(CC)c1ccc2c(C)c(Cl)c(=O)oc2c1	3%	11%	0	-3%	-12%	-3%	191%[activator]
O=C(CN1CCOCC1)OCCCC1CCCCC1	38%	-27%	24	0%	-2%	-10%	10%
CN(CC(=O)Nc1ccc(S(=O)(=O)N2CCCC2)cc1)Cc1ccc(Cl)cc1	5%	-12%	-36	-5%	3%	u	5%
CC1Cc2nc(SCC(=O)NCc3ccco3)n(Cc3ccccc3)c(=O)c2S1 (stereo unspecified)	-19%	-20%	20	5%	1%	u	-7%
O=C(c1ccc(Cl)cc1)n1c(NCc2ccccc2)n[nH]c1=S	-28%	x	u	-12%	-1%	-6%	4%
O=C1c2cccc3c([N+](=O)[O-])ccc(c23)C(=O)N1c1ccccn1	-1%	20µM*	-103*	-2%	8%	0%	-13%
CCn1nc2cc(C(=O)NCCc3cccs3)ccc2c1OC	-15%	12%	80	6%	-8%	-1%	6%
CC(C)CN(C(=O)COc1ccc(-c2nnco2)cc1)C1CCS(=O)(=O)C1 (stereo unspecified)	-6%	-14%	-5	-5%	-1%	-11%	11%
COCCCn1c(N)c(C(=O)OC(C)COC)c2nc3ccccc3nc21 (stereo unspecified)	-5%	-17%	-10	-11%	-4%	u	14%
Cc1cc(C(O)c2ncc(-c3cccc(F)c3)[nH]2)ccc1F (stereo unspecified)	x	x	8	-4%	x	x	-11%
CCOc1ccc(CNC(=O)CCCn2c(=O)c3cccn3c3cccnc32)cc1	x	-8%	-8	-5%	x	11%	x
CC(=O)Cn1c(=O)oc2ccccc21	-11%	-4%	1	3%	0%	4%	0%
Cc1noc(C)c1S(=O)(=O)NC(=O)C1(C)CCN1C(=O)Cc1ccc(Cl)cc1Cl (stereo unspecified)	x	x	-27	-1%	x	x	4%
CCOC(=O)c1ccc(NC(=O)NCc2ccc(OC)cc2)cc1	-7%	0%	-17	-4%	-4%	-12%	18%
COc1ccc(/C=C2/CCc3ccccc3C2=O)cc1CN1CCOCC1	177%[activator]	-2%	-12	-6%	-5%	-14%	-28%
O=C(Cc1cccc(F)c1)Nc1ccc2c(c1)CCC2	-14%	5%	-98*	-1%	2%	u	12%
O=C(O)c1ccc(Cl)c(NC(=O)C2CCN(S(=O)(=O)c3ccc4c(c3)OCCO4)CC2)c1	x	x	-2	-8%	x	x	-1%
CC(=O)N1N=C(c2ccc(Cl)cc2)OC1(C)C	9%	-16%	-17	-5%	3%	-4%	0%
CCOc1ccc(-c2noc(CSc3nnc(Cc4ccccc4)n3-c3ccc(F)cc3)n2)cc1	x	2%	-9	-4%	x	12%	x
COc1ccc(C2C(C(C)=O)=C(O)C(=O)N2Cc2cccnc2)cc1 (stereo unspecified)	-22%	-4%	3	14%	0%	-5%	9%
C=CCOc1ccc(C2C3=C(CCCC3=O)N(CC(=O)O)C3=C2C(=O)CCC3)cc1OCC	-3%	45µM*	12	-10%	-3%	3%	-10%
COc1ccc(CN=C2NC(=O)CC(C(=O)Nc3ccc([N+](=O)[O-])cc3C)S2)cc1 (stereo unspecified)	-23%	4%	-32	4%	1%	1%	-2%
CCCN1C(=O)/C(=C2\SC(=S)N(c3c(C)n(C)n(-c4ccccc4)c3=O)C2=O)c2ccccc21	0%	-1%	x	2%	-6%	-7%	0%
Cn1c(=O)oc2cc(S(=O)(=O)Nc3ccc(Cl)cc3)ccc21	-36%	3%	-3	-2%	1%	u	-10%
O=C(NNS(=O)(=O)c1ccccc1)c1cnn(-c2ccc(Cl)cc2)c1C(F)(F)F	-29%	6%	2	6%	3%	4%	0%
Cc1ccccc1C(=O)OC1CCCN(C)C1 (stereo unspecified)	-8%	-8%	34	0%	8%	-13%	8%
O=C(N/N=C/c1ccc(OCCCF)cc1)c1ccc(C(F)(F)F)cc1	-37%	0%	9	2%	0%	u	7%
CC1=NN(c2ccccc2)C(=O)/C1=C\N1CC(C)OC(C)C1 (stereo unspecified)	-14%	-2%	13	0%	-12%	-12%	13%
O=C(CNC(=O)c1ccc(Br)cc1)Nc1ccc(Br)cc1C(=O)c1ccccc1	-15%	3%	-8	-5%	-1%	-14%	-4%
CCOC(=O)c1nc(N)c(=O)n(-c2ccccc2)n1	-5%	-5%	11	1%	5%	3%	6%
Cc1cccc(N2CCN(C(=O)c3ccc(CNc4c(N5CCC(C)CC5)c(=O)c4=O)cc3)CC2C)c1 (stereo unspecified)	27%	-13%	-60*	-1%	0%	-8%	-3%
Cc1nc2ccccc2n1/C(=N/S(=O)(=O)c1ccc(Br)cc1)c1ccccc1	-9%	-17%	x	x	-2%	u	x
